GalR3 antagonist – GalR3 antagonists in HEK293 cells, primary screen, cell-based, fluorescence readout. Galanin receptor type 3 (Homo sapiens), O60755. actives 0.44% (n = 360,000). HEK293 GalR3-CNG cAMP membrane potential fluorescence; galR3 body fused to GalR1 C-terminus. inhibition, % at 3 µM;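 active means inhibition above the screen-wide average plus 3 SD, cut at about 13% in these data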;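 further: forskolin and galanin both at EC90 stimulate the cells; cAMP rise reported by CNG channel membrane potential dye signal; 0% = forskolin plus galanin with DMSO and 100% = forskolin alone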
Target sequence (O60755 1-299 limits assumed): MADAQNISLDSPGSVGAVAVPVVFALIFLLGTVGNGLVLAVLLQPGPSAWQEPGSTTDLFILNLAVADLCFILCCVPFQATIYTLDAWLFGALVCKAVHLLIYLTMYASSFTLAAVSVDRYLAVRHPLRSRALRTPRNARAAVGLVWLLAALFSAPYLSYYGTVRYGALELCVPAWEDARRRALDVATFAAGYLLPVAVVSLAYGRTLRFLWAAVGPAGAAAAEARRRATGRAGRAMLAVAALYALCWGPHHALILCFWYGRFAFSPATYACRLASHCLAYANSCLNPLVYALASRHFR
MEKK2wt PB1 HTS – modulators of MEK5 binding to wildtype MEKK2, primary screen, biochemical, multiplex bead flow cytometry, Alexa488-MEK5; Mitogen-activated protein kinase kinase kinase 2 (Homo sapiens), Q9Y2U5; Alexa488-MEK5 binding to MEKK2 WT; actives lie on both sides; binding response (% of control), % at 10 µM; actives 1.1% (n = 290,000); in the data active means binding response below about 67% or above about 130%
M18AAP inhibitor – PfM18AAP inhibitors, malaria aminopeptidase, primary screen, biochemical, QFRET, recombinant enzyme. actives 1.2% (n = 290,000). H-Glu-NHMec fluorogenic cleavage. AID 1822, 2009. inhibition, % at 7.35 µM. M18 aspartyl aminopeptidase (Plasmodium falciparum 3D7);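 active means inhibition above the campaign mean inhibition over all tested compounds plus 3 SD, cut at about 28% in these data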;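 further: 0% = plate median of test compound wells and 100% = 2 mM ZnCl2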
NALP1 inh – NALP1 inflammasome inhibitors in reconstituted yeast, colorimetric, S. cerevisiae, triplicate retest; S. cerevisiae NALP1/ASC/caspase-1 growth, X-gal OD620, 72 h; inhibition, % at 10 µM; actives 0.61% (n = 280,000); AID 2071, 2009; in the data active means inhibition mostly above about 24%, no sharp cut-off; inactive means mostly below about 32%; further: some compounds called inactive have numbers as strong as hits
GPR7 antagonist – GPR7 receptor antagonists, primary screen, cell-based, fluorescence, single concentration; Neuropeptides B/W receptor type 1 (Homo sapiens), P48145; AID 1861, 2009; GPR7-expressing cells, fluorescence antagonist assay; actives 1.1% (n = 290,000); inhibition, % at 4.4 µM; in the data active means inhibition above about 16%, passing the limit was not always enough;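 further: cells stimulated with the agonist NPW; 0% = agonist with vehicle and 100% = vehicle without agonist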
Target sequence (P48145 whole entry, looked up): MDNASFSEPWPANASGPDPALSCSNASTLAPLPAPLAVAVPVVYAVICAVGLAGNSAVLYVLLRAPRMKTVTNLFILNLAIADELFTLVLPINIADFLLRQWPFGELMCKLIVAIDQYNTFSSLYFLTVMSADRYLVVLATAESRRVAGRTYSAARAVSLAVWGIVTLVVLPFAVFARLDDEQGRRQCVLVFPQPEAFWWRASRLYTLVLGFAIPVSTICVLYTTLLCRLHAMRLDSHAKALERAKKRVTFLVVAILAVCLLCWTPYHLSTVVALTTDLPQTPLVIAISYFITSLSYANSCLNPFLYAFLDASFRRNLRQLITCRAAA
OXTR agonist – human OXTR agonists, primary screen, fluorescence, CHO-OTR cells, Fluo-8 calcium; Oxytocin receptor (Homo sapiens), P30559; Fluo-8 calcium fluorescence; normalized: DMSO 0%, oxytocin 100%; activation, % at 3 µM; actives 0.32% (n = 320,000);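 active means activation above the mean of all tested compounds plus 3 SD, cutoff set per screening run, cut at about 20% in these data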;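 further: peak over basal fluorescence ratio from a 100 s FLIPR kinetic read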
OXTR potentiator – human OXTR potentiators, primary screen, fluorescence, CHO-OTR cells, Fluo-8 calcium | AID 2445, 2010 | Fluo-8 calcium fluorescence, potentiator mode; 0% = oxytocin EC15, 100% = EC100 | actives 0.061% (n = 320,000) | activation, % at 3 µM;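 active means activation above that plate's cutoff, the mean activation of tested compounds plus 3 SD, cut at about 6.6% in these data, passing the limit was not always enough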;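 further: 100% uses oxytocin at 75 nM as the full agonist control; some results filed as inactive read as strong as hits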
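assay system = CHO-OTR cells, human receptor | schedule = compound 6 min at room temperature before oxytocin, 100 s read | detection = Fluo-8 intracellular calcium fluorescence, ex 470-495, em 515-575 nm | evaluation = normalized max/min fluorescence ratio, % activation | control set = EC15 oxytocin alone as 0%, 75 nM oxytocin (EC100) as 100%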
MEKK2mut PB1 HTS – MEK5 binding signal on mutant MEKK2 PB1, primary screen, biochemical, multiplex bead flow cytometry, Alexa488-MEK5 | actives 0.35% (n = 290,000) | percent response, % at 10 µM | Alexa488-MEK5 binding to MEKK2 mutant; in the data active means percent response above about 24%, passing the limit was not always enough; further: inactives centre near 1; some results filed as inactive read as strong as hits
V1R ag counter – agonists of human V1a receptor, primary screen, counter-screen for OXTR agonist project, fluorescence, CHO-V1R cells; Vasopressin V1a receptor (Homo sapiens), P37288; Fluo-8 calcium fluorescence, agonist mode; 0% DMSO, 100% 3 nM vasopressin; activation, % at 3 µM; actives 0.25% (n = 320,000);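 active means activation above the mean activation of all tested compounds plus 3 SD, per screening run, cut at about 20% in these data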;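 further: signal is peak over basal fluorescence ratio across a 100 second FLIPR read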
Target sequence (P37288 whole entry, looked up): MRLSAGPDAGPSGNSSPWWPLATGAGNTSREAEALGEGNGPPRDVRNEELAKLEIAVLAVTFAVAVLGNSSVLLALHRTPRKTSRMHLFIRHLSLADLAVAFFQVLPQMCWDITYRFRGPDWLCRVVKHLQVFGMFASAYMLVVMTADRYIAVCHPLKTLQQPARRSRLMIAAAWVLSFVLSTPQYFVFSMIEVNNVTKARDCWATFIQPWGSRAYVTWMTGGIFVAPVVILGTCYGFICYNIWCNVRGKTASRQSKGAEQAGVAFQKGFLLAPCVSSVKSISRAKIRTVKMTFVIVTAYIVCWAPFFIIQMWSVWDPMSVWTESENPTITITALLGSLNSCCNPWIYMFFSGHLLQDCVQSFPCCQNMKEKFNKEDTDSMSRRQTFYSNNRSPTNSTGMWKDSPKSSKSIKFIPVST
Numbers without * were called inactive; . = no result given; & = joins results of further samples.

SMILES	GalR3 antagonist	MEKK2wt PB1 HTS	M18AAP inhibitor	NALP1 inh	GPR7 antagonist	OXTR agonist	OXTR potentiator	MEKK2mut PB1 HTS	V1R ag counter
c1csc(-c2nc(-c3ccc(-c4ccon4)s3)no2)c1	-1	94	-1	13	-8	-0.5	-5	-12	0.4
Cc1c(C(=O)Nc2ccc(F)cc2)c2ccccn2c1CCc1ccncc1	-1	113	3	12	-8	-0.9	-5	16	0.8
Cc1ccccc1CC1(CO)CCCN(C(=O)c2cccc(Cl)c2)C1 (configuration not stated)	-7	89	5	-4	18	0.0	-5	-9	-0.1
Cc1ccc(CNC(=O)c2cc3cc(Br)ccc3oc2=N)cc1	4	106	0	7	-16	-0.3	-9	8	-0.5
CCN(c1ccc(OC)cc1)S(=O)(=O)c1nnc(NC(=O)COc2ccc(F)cc2)s1	0	99	3	11	-1	0.9	-10	3	7.2
Clc1cccc(-c2ccc(C=Nc3ccc(N4CCOCC4)cc3)o2)c1Cl	-9	97	-4	19	2	.	.	4	.
CC(=NNC(=O)c1cccc(S(=O)(=O)N2CCCC2)c1)c1ccccc1	-2	.	.	.	.	-0.4	-2	.	0.6
CCOC(=O)/C(C#N)=C\c1c(C)cc(C)c(COC(C)=O)c1C	10	107	-23	-51	-2	-2.6	-7	4	-1.4
COc1ccc(CCC(=O)OCC(=O)Nc2sccc2C(N)=O)cc1OC	99*	.	.	.	.	13	-9	.	11
COc1ccc(-n2c(=O)cc(N3CCN(Cc4ccccc4)CC3)[nH]c2=O)cc1	-2	102	6	0	18*	0.6	0	5	0.3
CC(N=C(NC#N)Nc1ccncc1)C(C)(C)C (configuration not stated)	.	105&91	2	12	-2	1.3&0.1	-7&-15	3&2	1.2&0.6
CCn1c(CNC(=O)COc2ccc(C(C)C)cc2)nnc1SCC(=O)Nc1ccc(F)cc1	4	97	-1	-3	-7	5.8	-9	0	6.4
CCOC(=O)N1CCN(S(=O)(=O)N2CCCC(C(=O)NCCCN3CCCCC3CC)C2)CC1 (configuration not stated)	-8	123	-1	23	-2	-0.6	-8	8	-0.5
Cc1ccccc1-n1c(=O)cc(NCc2ccc3c(c2)OCO3)[nH]c1=O	-4	102	-10	.	-4	-0.1	-8	3	-0.4
COC(=O)c1ccc(/C=C/c2c(-c3ccsc3)sc3ccccc23)cc1	-6	99	8	35	-5	-0.8	-1	-1	-0.4
CCC1(c2ccccc2)NC(=O)N(CC(=O)Nc2cccnc2Cl)C1=O (configuration not stated)	-6	.	.	.	.	4.3	-3	.	1.5
O=C(CSc1nccc(=O)[nH]1)NC1CCCCCCC1	-7	.	.	.	.	0.7	-4	.	0.8
CC1CCCCN1S(=O)(=O)c1ccc(C(=O)Nc2ccccc2-c2nc3ccccc3s2)cc1 (configuration not stated)	2	94	-2	24	-1	0.2	-4	-3	0.0
Cc1ccc2nc(N(CCCN(C)C)C(=O)CCc3ccccc3)sc2c1	-10	137	-10	48*	13	23*	-10	5	8.6
CN(CC(=O)Nc1ccc(F)c(Cl)c1)S(=O)(=O)c1cccc2nsnc12	0	93	4	2	-1	5.8	-11	0	7.2
CN(C)c1c2ccccc2nc2c(F)c(F)c(F)c(F)c12	.	94	-1	-16	-15	0.3	-11	-3	1.3
O=C(CN1CCOc2ccccc21)NC1CCCCCCC1	0	105	3	.	25*	-1.8	-12	2	-0.7
CCN(CC)C(=O)Cn1cc(C(=O)C(=O)NCCCN2CCOCC2)c2ccccc21	-3	112	3	14	-22	-0.3	-4	10	0.4
O=C(Nc1ccc(-c2cn3c(n2)SCC3)cc1)c1ccco1	0	93	-1	14	-15	0.0	-7	-12	-0.4
Cc1ccc(C(=O)CSc2nc3ccccc3o2)cc1	-3	109	-1	-15	-1	-1.4	1	2	-1.1
O=C(Nc1ccccc1)/C(=C/c1ccc(O)cc1)NC(=O)c1ccco1	15*	97	6	7	8	0.9	-8	0	0.1
Cc1ccc2cc(CN(CCCN(C)C)C(=O)NCc3ccccc3)c(=O)[nH]c2c1C	-4	109	1	25	-18	-0.3	-13	12	0.0
CCOC(=O)c1c(C)[nH]c(C(=O)COC(=O)CNC(=O)C2CCCCC2)c1C	-2	101	9	-11	-11	-0.8	-5	-1	0.9
CCOC(=O)c1c(NC(NC(=O)C(C)C)C(Cl)(Cl)Cl)sc2c1CCC2 (configuration not stated)	-6	114	12	15	-18	-1.8	-12	2	-0.1
COc1cc2nc(Cl)nc(NCCO)c2cc1OC	0	101	2	.	-12	-0.3	0	4	-0.9
Cc1ccc(N2C(=O)CC(Sc3nc4ccccc4o3)C2=O)cc1Cl (configuration not stated)	-1	86	-58	9	-9	-1.0	-19	-2	1.7
Cc1ccc(S(=O)(=O)N2CCN(S(=O)(=O)c3ccccc3)C2)cc1	-4	.	2	2	11	.	.	.	.
COCCCN1C(=O)C(=O)/C(=C(/O)c2ccc3c(c2)CC(C)O3)C1c1cccnc1 (configuration not stated)	0	96	-6	19	-9	-0.1	3	-4	-0.2
CCOC(=O)c1[nH]c2ccc(C)cc2c1NC(=O)CN1CCCCC1	3	97	0	0	2	-0.6	-4	-6	-0.3
CCCC(=O)Nc1cc(C(=O)O)ccc1Sc1ccccc1	-7	98	3	9	2	1.9	2	-2	-0.5
COC(=O)[C@H](Cc1ccccc1)NC(=O)[C@@H](N)CC(=O)O	.	111	.	.	.	0.8	0	5	0.6
CCOc1ccc(-c2csc3nc[nH]c(=O)c23)cc1	-1	102	-14	12	-6	-1.5	0	10	0.1
COc1cccc(/C=C/C(=O)OCC(=O)NC(=O)NC2CCCCC2)c1	-1	.	.	.	.	-1.0	2	.	-0.9
c1ccc(-c2cccs2)nc1	-1	106	-5	10	5	0.0	-2	4	0.9
Cc1ccc(C)c(NC(=O)C2COc3ccccc3O2)c1 (configuration not stated)	-4	97	1	-8	9	-0.1	5	-6	-0.9

3 compounds picked at random from those above:
SMILES	GalR3 antagonist	MEKK2wt PB1 HTS	M18AAP inhibitor	NALP1 inh	GPR7 antagonist	OXTR agonist	OXTR potentiator	MEKK2mut PB1 HTS	V1R ag counter
c1ccc(-c2cccs2)nc1	-1	106	-5	10	5	0.0	-2	4	0.9
CCOC(=O)c1[nH]c2ccc(C)cc2c1NC(=O)CN1CCCCC1	3	97	0	0	2	-0.6	-4	-6	-0.3
CCOC(=O)c1c(NC(NC(=O)C(C)C)C(Cl)(Cl)Cl)sc2c1CCC2 (configuration not stated)	-6	114	12	15	-18	-1.8	-12	2	-0.1

Next part
SMILES	GalR3 antagonist	MEKK2wt PB1 HTS	M18AAP inhibitor	NALP1 inh	GPR7 antagonist	OXTR agonist	OXTR potentiator	MEKK2mut PB1 HTS	V1R ag counter
Cc1ccc(CNC(=O)C2CC3Cn4c(nc5cc6ccccc6cc54)C3N2C)o1 (configuration not stated)	3	105	.	.	.	3.1	-8	1	0.9
CCCN(CCC)C(=O)COc1cc(=O)n(CC)c2ccccc12	-1	100	1	21	-9	-1.1	-5	0	-0.6
COc1ccc(C(=O)CCC(=O)N2CCN(c3ccc(C)cc3)C(C)C2)cc1 (configuration not stated)	1	99	9	2	-6	2.4	-12	1	6.5
CC(=O)c1ccc(OCc2cc(C(=O)N3CCCCC3c3cccnc3)no2)cc1 (configuration not stated)	-4	106	0	19	4	8.9	-16	3	14
C=CCOc1ccc(C2C(C(=O)c3cccs3)=C(O)C(=O)N2c2nnc(C)s2)cc1 (configuration not stated)	-1	105	4	.	1	4.8	-9	5	7.1
CC(=O)N(Cc1cccc(Br)c1)c1ccc(N2CCOCC2)c(Cl)c1	-10	102	-6	5	9	2.1	-9	5	6.5
CCOC(=O)c1cnn(-c2cc(C)nc3c(-c4ccccc4)cnn23)c1N	-3	106	-6	3	2	-1.6	-3	2	-0.6
CC1CN(C(=O)c2ccc(NS(=O)(=O)c3cccc(Cl)c3)cc2)CC(C)O1 (configuration not stated)	-1	102	0	5	-12	.	.	4	.
NC(=O)CSc1nnc(COc2ccc3ccccc3c2)o1	-3	104	3	6	2	.	.	9	.
O=C(Nc1cc(S(=O)(=O)N2CCOCC2)ccc1O)c1ccc(NS(=O)(=O)c2ccc(Cl)s2)cc1	1	101	4	17	5	-0.2	7	-1	-0.5
CCOc1ccccc1CNCc1ccc(F)cc1	-3	102	-1	4	-5	1.7	2	2	0.5
CCn1cc2nc(SCC(=O)Nc3ccc(OC)c(OC)c3)n(Cc3ccc(OC)cc3)c(=O)c2n1	-6	99	4	6	-4	3.0	-3	1	0.8
COc1ccc(CC(=O)OCC(=O)Nc2ccc(Cl)c(S(=O)(=O)N(C)C)c2)cc1	-9	103	1	4	-14	5.7	-11	0	6.0
Cc1ccc(C(=O)N(C)CC(=O)Nc2ccc(Cl)c(C(F)(F)F)c2)cc1S(=O)(=O)N1CCCCC1	-7	.	.	.	.	6.0	-12	.	3.6
CCc1cc2c(SCC#N)ncnc2s1	0	67	2	23	-15	-1.9	-5	-12	-0.7
CC(C1CC1)N(Cc1ccccc1)C(=O)NC(=O)c1ccc(F)cc1 (configuration not stated)	-3	100	-6	-13	-14	1.0	-3	-2	1.0
COc1ccc(-n2c(C)c(C(C)=O)c3cc(OCC(N)=O)ccc32)cc1	-3	94	-2	-2	4	2.1	-7	-7	0.8
CCOc1ccc(OCC)c(NC(=O)CSc2nnc(Cn3cnc4ccccc43)n2C)c1	-4	103	0	13	0	-0.7	-3	5	1.6
CCc1nc(SCC(=O)Nc2ccnc3ccccc23)n[nH]1	-4	91	6	4	-9	4.3	-1	-3	4.1
CCOc1ccccc1N(CC(=O)N1CCOCC1)S(=O)(=O)c1ccccc1	-4	.	15	3	-17	-0.3	0	.	0.7
COc1ccccc1NS(=O)(=O)c1cc(NC(=O)c2sccc2C)ccc1N1CCCC1	-10	86	56*	3	0	0.2	-12	-13	0.8
CC(C)P(=O)(Cc1cccc(C#N)c1)C(C)C	-3	102	-16	8	-2	-0.1	-3	5	-0.1
O=C(CSc1nnc(-c2cccnc2)n1-c1ccc(SC(F)F)cc1)N1CCCc2ccccc21	8	103	-1	18	13	-0.3	-17	-1	-0.3
COCCNC(=O)c1onc(CSc2nc3ccccc3[nH]2)c1C(=O)NCCOC	1	98	1	17	-10	0.2	-6	-5	0.0
O=C(OCC(=O)c1ccc[nH]1)c1ccc(Cl)nc1	0	.	.	.	.	1.1	-6	.	-0.2
COc1ccccc1Cn1c(=S)[nH]c2ccc(Br)cc2c1=O	-3	102	5	-10	-7	-0.4	-1	1	-1.0
O=C(CN1C(=O)C2CC=CCC2C1=O)NCC(=O)Nc1ccc(F)c(F)c1F (configuration not stated)	-6	101	-2	17	-8	-0.4	-4	3	-0.9

Screens as filed in PubChem BioAssay.
